From PubChem
Rac1 wt modul: modulators of human Rac1 wildtype GTP binding | P63000 | GST-Rac1 beads, fluorescent GTP binding, flow cytometry; actives lie on both sides; 0 = cold GTP competed, 100 = untreated | GTP binding activity (% of control), % at 10 µM | 0.27% of 190,000 active | AID 757;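 active = GTP binding activity at least 20 points away from the 100% control level, either lower or higher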
Rab7 wt GTP bind: modulators of GTP binding to dog Rab7 wildtype GTPase; GTP binding activity (percent of control), % at 10 µM; AID 758; 0.055% of 190,000 active; GST-Rab7 beads, fluorescent GTP binding, flow cytometry; actives lie on both sides; untreated = 100%, excess cold GTP = 0%;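 active = fluorescent GTP binding to Rab7 beads changed by at least 20 points from the 100% baseline, either direction, mostly lower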;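 also: median green fluorescence of bound Bodipy-FL-GTP per Rab7 bead population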
HRas wt GTP: modulators of GTP binding to human HRas wildtype. P01112. AID 759. 0.14% of 190,000 active. GTP binding activity, % at 10 µM. GST-Ras wt beads, Bodipy-FL-GTP binding, flow cytometry; actives lie on both sides;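 active = GTP binding activity at least 20% away from the 100% baseline, either lowered as inhibitor or raised as activator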;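 also: 0% = unlabeled GTP competition control and 100% = no-compound control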
Target sequence (P01112 whole entry, looked up): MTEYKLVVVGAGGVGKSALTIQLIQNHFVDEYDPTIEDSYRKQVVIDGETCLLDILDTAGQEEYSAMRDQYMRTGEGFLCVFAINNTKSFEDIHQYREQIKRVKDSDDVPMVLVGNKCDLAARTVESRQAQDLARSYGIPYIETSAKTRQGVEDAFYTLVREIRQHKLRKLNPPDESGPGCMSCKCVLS
Rab2A wt mod: changes GTP binding to wildtype dog Rab2A, up or down. P61105. GST-Rab2 wt beads, Bodipy-GTP binding, flow cytometry. GTP binding activity, % at 10 µM. 0.19% of 190,000 active. AID 760;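 active = GTP binding activity at least 20 points away from 100%, either lowered or raised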;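 also: 0% = beads with excess unlabeled GTP and 100% = no-compound control corrected for plate trend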
Avidin fluor: compound fluoresces at 488/530 nm on avidin beads; 0.38% of 220,000 active; compound fluorescence 488/530 nm, flow cytometry; hits give high values; AID 1775; fluorescence (KMESF) at 10 µM; in the data active = fluorescence above about 47; also: inactives centre near 10
Mcl1-Bid inh: disrupts binding of human Mcl-1 to Bid peptide; TR-FRET Mcl-1/Bid-Dy647 peptide binding, 1536-well; inhibition, % at 21.7 µM; 0.97% of 220,000 active; AID 1021;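 active = compounds that cut the binding signal by more than half at the single screening dose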;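 also: His-tagged Mcl-1 with europium anti-His antibody binding Bid BH3 peptide; 0% = Mcl-1 plus peptide wells and 100% = peptide-only wells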
Target sequence (Q07820 whole entry, looked up): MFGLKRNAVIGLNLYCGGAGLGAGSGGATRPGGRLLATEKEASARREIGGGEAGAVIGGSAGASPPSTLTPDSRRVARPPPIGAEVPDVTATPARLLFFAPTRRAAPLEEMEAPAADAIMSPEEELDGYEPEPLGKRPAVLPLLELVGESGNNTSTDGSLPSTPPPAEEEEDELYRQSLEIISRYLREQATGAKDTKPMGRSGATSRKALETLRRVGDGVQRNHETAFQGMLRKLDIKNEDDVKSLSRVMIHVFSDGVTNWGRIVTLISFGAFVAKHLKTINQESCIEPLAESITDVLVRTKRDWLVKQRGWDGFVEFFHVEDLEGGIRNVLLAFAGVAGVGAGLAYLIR
Rac1 act GTP bind: alters GTP binding to activated mutant human Rac1; P63000; GST-Rac1 activated beads, fluorescent GTP binding, flow cytometry; actives lie on both sides; 100% means binding = to untreated wells; percent activity (GTP binding), % at 10 µM; 0.11% of 190,000 active;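 active = GTP binding at least 20 percentage points away from the 100% baseline, in either direction, so actives lie on both sides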
Cdc42 wt GTP: modulators (inhibitors or activators) of GTP binding to human Cdc42 wildtype | GST-Cdc42 beads, Bodipy-GTP binding, flow cytometry; actives lie on both sides | percent activity (GTP binding), % at 10 µM | 0.2% of 190,000 active;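 active = percent activity GTP binding at least 20 points away from the 100% baseline, either down as inhibitor or up as activator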;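 also: median bead fluorescence of bound Bodipy-FL-GTP at 100 nM; 0% = excess unlabeled GTP control and 100% = no compound control; below 100% means less GTP binding so inhibitor and above means activator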
Target sequence (P60953 whole entry, looked up): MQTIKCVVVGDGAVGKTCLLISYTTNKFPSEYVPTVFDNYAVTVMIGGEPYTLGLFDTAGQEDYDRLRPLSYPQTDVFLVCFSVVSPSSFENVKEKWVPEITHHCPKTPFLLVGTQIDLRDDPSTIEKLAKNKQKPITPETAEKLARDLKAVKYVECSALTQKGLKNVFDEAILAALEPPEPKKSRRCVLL
Pf gamet viab: kills late stage P. falciparum gametocytes | P. falciparum stage V gametocytes, ATP luminescence, 24 h | inhibition, % at 10.9 µM | AID 743093 | 0.065% of 150,000 active;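 active = inhibition above the mean plus 3 SD of compounds within the control limits, set per campaign, cut at about 38% in these data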;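 also: 0% = DMSO wells and 100% = medium only without gametocytes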
Bim-Mcl-1: disrupts Bim peptide binding to human Mcl-1 | Q07820 | Bead-based flow cytometry, Bim peptide-Mcl-1 binding | inhibition, % at 10 µM | 0.1% of 190,000 active | AID 1009; in the data active = inhibition above about 40%;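 also: 0% = no compound tracer wells and 100% = peptide blocker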
Mcl1 Noxa PPI: Mcl-1/Noxa interaction inhibition; TR-FRET Mcl-1/Noxa peptide binding, 2 h; inhibition, % at 21.7 µM; 1.5% of 220,000 active; AID 1022;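 active = compounds that cut the protein-peptide binding signal by more than 50% relative to plate controls in a single-dose test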;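 also: His-tagged Mcl-1 with rhodamine Noxa BH3 peptide and terbium anti-His antibody; 0% = Mcl-1 plus Noxa peptide wells and 100% = peptide-only wells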
* = called active by the depositor. This is a random part of the collection, and some 2.7% of all compounds hit somewhere here.

O=C1C(=O)N(C2CCCC2)C(=O)N1Cc1c(F)cccc1Cl was read as Rac1 wt modul 90, Rab7 wt GTP bind 102, HRas wt GTP 96, Rab2A wt mod 97, Avidin fluor 12, Mcl1-Bid inh 7, Rac1 act GTP bind 94, Cdc42 wt GTP 92, Pf gamet viab 16, Bim-Mcl-1 -1 and Mcl1 Noxa PPI 0.
For Cc1ccc(C(=O)NC(=S)NNC(=O)COc2ccccc2C)cc1 the results were Rac1 wt modul 94, Rab7 wt GTP bind 99, HRas wt GTP 91, Rab2A wt mod 90, Avidin fluor 16, Mcl1-Bid inh -128, Rac1 act GTP bind 87, Cdc42 wt GTP 87, Bim-Mcl-1 -4 and Mcl1 Noxa PPI -55.
`COC(=O)C1=C(N)c2c(F)cccc2C1(C#N)c1ccc(F)cc1` (centres undefined) gave Rac1 wt modul 108, Rab7 wt GTP bind 99, HRas wt GTP 101, Rab2A wt mod 102, Avidin fluor 10, Mcl1-Bid inh -34, Rac1 act GTP bind 102, Cdc42 wt GTP 101, Bim-Mcl-1 0 and Mcl1 Noxa PPI 6.
For NC(=O)Cn1c(=O)n(Cc2ccco2)c(=O)c2c3c(sc21)CCCCC3 the results were Rac1 wt modul 95, Rab7 wt GTP bind 96, HRas wt GTP 97, Rab2A wt mod 95, Avidin fluor 28, Mcl1-Bid inh -18, Rac1 act GTP bind 93, Cdc42 wt GTP 96, Pf gamet viab 14, Bim-Mcl-1 -1 and Mcl1 Noxa PPI 64*.
Cc1ccccc1OCc1nnc(SCC(=O)Nc2ccc3c(c2)OCO3)n1C was read as Rac1 wt modul 99, Rab7 wt GTP bind 99, HRas wt GTP 98, Rab2A wt mod 99, Avidin fluor 11, Mcl1-Bid inh 15, Rac1 act GTP bind 96, Cdc42 wt GTP 96, Pf gamet viab -19, Bim-Mcl-1 0 and Mcl1 Noxa PPI 4.
For COc1cc(C2N(c3cc(C)on3)C(=O)C3CCCN32)cc(OC)c1OC (centres undefined) the results were Rac1 wt modul 101, Rab7 wt GTP bind 103, HRas wt GTP 101, Rab2A wt mod 102, Avidin fluor 10, Mcl1-Bid inh -20, Rac1 act GTP bind 99, Cdc42 wt GTP 103, Bim-Mcl-1 -3 and Mcl1 Noxa PPI -8.
For COc1ccc(N2C(=O)CC(N3CCC(O)(c4ccc(Br)cc4)CC3)C2=O)cc1 (centres undefined) the results were Rac1 wt modul 104, Rab7 wt GTP bind 100, HRas wt GTP 106, Rab2A wt mod 107, Avidin fluor 8, Mcl1-Bid inh -14, Rac1 act GTP bind 101, Cdc42 wt GTP 107, Pf gamet viab -13, Bim-Mcl-1 -1 and Mcl1 Noxa PPI -3.
For Cc1nc(SCC(=O)Nc2ccnc3ccccc23)n[nH]1 the results were Rac1 wt modul 104, Rab7 wt GTP bind 99, HRas wt GTP 99, Rab2A wt mod 101, Avidin fluor 29, Mcl1-Bid inh 25, Rac1 act GTP bind 100, Cdc42 wt GTP 103, Pf gamet viab 0, Bim-Mcl-1 -1 and Mcl1 Noxa PPI 29.
`Clc1ccc(C2=Nn3c(nnc3-c3cccnc3)SC2)s1` gave Rac1 wt modul 84, Rab7 wt GTP bind 92, HRas wt GTP 89, Rab2A wt mod 90, Avidin fluor 17, Mcl1-Bid inh 4, Rac1 act GTP bind 93, Cdc42 wt GTP 86, Bim-Mcl-1 4 and Mcl1 Noxa PPI 12.
Screening O=S(=O)(Cc1ccccc1Cl)NCc1ccccc1 returned Rac1 wt modul 103, Rab7 wt GTP bind 94, HRas wt GTP 99, Rab2A wt mod 97, Avidin fluor 6, Mcl1-Bid inh -15, Rac1 act GTP bind 95, Cdc42 wt GTP 97, Pf gamet viab 16, Bim-Mcl-1 0 and Mcl1 Noxa PPI 3.
O=C(CO/N=C1\CCCc2nonc21)Nc1ccccc1Cl was read as Rac1 wt modul 104, Rab7 wt GTP bind 102, HRas wt GTP 99, Rab2A wt mod 98, Avidin fluor 10, Mcl1-Bid inh -6, Rac1 act GTP bind 99, Cdc42 wt GTP 102, Pf gamet viab 19, Bim-Mcl-1 -8 and Mcl1 Noxa PPI 12.
Screening O=C(CN1C(=O)C2CC=CCC2C1=O)Nc1nc2ccccc2[nH]1 (centres undefined) returned Rac1 wt modul 108, Rab7 wt GTP bind 99, HRas wt GTP 101, Rab2A wt mod 95, Avidin fluor 11, Mcl1-Bid inh -22, Rac1 act GTP bind 102, Cdc42 wt GTP 104, Pf gamet viab 6, Bim-Mcl-1 -3 and Mcl1 Noxa PPI 8.
`CCCN(CCC)S(=O)(=O)c1ccc(C(=O)O)cc1` gave Rac1 wt modul 101, Rab7 wt GTP bind 100, HRas wt GTP 100, Rab2A wt mod 98, Mcl1-Bid inh 16, Rac1 act GTP bind 98, Cdc42 wt GTP 101, Bim-Mcl-1 -2 and Mcl1 Noxa PPI 20.
`Fc1ccccc1CCNc1nnnn1-c1ccccc1` gave Rac1 wt modul 94, Rab7 wt GTP bind 100, HRas wt GTP 96, Rab2A wt mod 96, Avidin fluor 10, Mcl1-Bid inh -6, Rac1 act GTP bind 93, Cdc42 wt GTP 97, Bim-Mcl-1 0 and Mcl1 Noxa PPI -7.
For CCn1nnnc1-c1ccc(OC)c(S(=O)(=O)NCc2ccccc2)c1 the results were Rac1 wt modul 105, Rab7 wt GTP bind 103, HRas wt GTP 104, Rab2A wt mod 103, Avidin fluor 13, Mcl1-Bid inh -37, Rac1 act GTP bind 97, Cdc42 wt GTP 106, Bim-Mcl-1 -4 and Mcl1 Noxa PPI -2.
For COc1ccc(NC(=S)NCC(c2ccco2)N2CCCC2)cc1 (centres undefined) the results were Rac1 wt modul 101, Rab7 wt GTP bind 104, HRas wt GTP 98, Rab2A wt mod 98, Avidin fluor 11, Mcl1-Bid inh -36, Rac1 act GTP bind 98, Cdc42 wt GTP 98, Pf gamet viab 6, Bim-Mcl-1 -3 and Mcl1 Noxa PPI 16.
Cc1ccc(CNC(=O)C2(C)Oc3ccccc3NC2=O)cc1 (centres undefined) was read as Rac1 wt modul 108, Rab7 wt GTP bind 101, HRas wt GTP 104, Rab2A wt mod 104, Avidin fluor 6, Mcl1-Bid inh -21, Rac1 act GTP bind 103, Cdc42 wt GTP 105, Bim-Mcl-1 -1 and Mcl1 Noxa PPI -7.
Screening COc1ccc(-c2csc(Nc3ccc(S(N)(=O)=O)cc3)n2)cc1 returned Rac1 wt modul 86, Rab7 wt GTP bind 94, HRas wt GTP 89, Rab2A wt mod 92, Avidin fluor 8, Mcl1-Bid inh -5, Rac1 act GTP bind 91, Cdc42 wt GTP 90, Pf gamet viab -15, Bim-Mcl-1 1 and Mcl1 Noxa PPI 53*.
Screening CCc1ccc(S(=O)(=O)NCCc2cn3cccc(C)c3n2)s1 returned Rac1 wt modul 97, Rab7 wt GTP bind 104, HRas wt GTP 97, Rab2A wt mod 97, Avidin fluor 12, Mcl1-Bid inh -29, Rac1 act GTP bind 96, Cdc42 wt GTP 96, Pf gamet viab -13, Bim-Mcl-1 -1 and Mcl1 Noxa PPI 4.
For Cc1ccc2nc(SC(C)C(=O)N3CC(C)OC(C)C3)[nH]c2c1 (centres undefined) the results were Rac1 wt modul 96, Rab7 wt GTP bind 99, HRas wt GTP 97, Rab2A wt mod 98, Avidin fluor 9, Mcl1-Bid inh -28, Rac1 act GTP bind 95, Cdc42 wt GTP 98, Pf gamet viab 20, Bim-Mcl-1 0 and Mcl1 Noxa PPI 12.
For Cc1ccc(O)c(CNc2cccc3cccnc23)c1 the results were Rac1 wt modul 100, Rab7 wt GTP bind 104, HRas wt GTP 100, Rab2A wt mod 101, Avidin fluor 8, Mcl1-Bid inh -41, Rac1 act GTP bind 97, Cdc42 wt GTP 97, Pf gamet viab 8, Bim-Mcl-1 -1 and Mcl1 Noxa PPI 9.
COC(=O)NNC(=O)c1ccccc1C was read as Rac1 wt modul 100, Rab7 wt GTP bind 92, HRas wt GTP 98, Rab2A wt mod 96, Avidin fluor 11, Mcl1-Bid inh -18, Rac1 act GTP bind 97, Cdc42 wt GTP 102, Pf gamet viab 5, Bim-Mcl-1 0 and Mcl1 Noxa PPI 10.
For CCc1ccc2c(COC(=O)c3n[nH]c4ccccc34)cc(=O)oc2c1 the results were Rac1 wt modul 102, Rab7 wt GTP bind 102, HRas wt GTP 101, Rab2A wt mod 102, Avidin fluor 17, Mcl1-Bid inh -22, Rac1 act GTP bind 98, Cdc42 wt GTP 99, Bim-Mcl-1 -4 and Mcl1 Noxa PPI -13.
O=C(c1cc(-c2ccc(Cl)c(Cl)c2)on1)N1CCN(c2ccccc2)CC1 was read as Rac1 wt modul 100, Rab7 wt GTP bind 101, HRas wt GTP 102, Rab2A wt mod 99, Avidin fluor 14, Mcl1-Bid inh -34, Rac1 act GTP bind 96, Cdc42 wt GTP 99, Pf gamet viab -2, Bim-Mcl-1 7 and Mcl1 Noxa PPI -16.
For CCc1ccccc1NC(=S)NN the results were Rac1 wt modul 97, Rab7 wt GTP bind 93, HRas wt GTP 94, Rab2A wt mod 92, Avidin fluor 14, Mcl1-Bid inh -73, Rac1 act GTP bind 94, Cdc42 wt GTP 94, Pf gamet viab 17, Bim-Mcl-1 -5 and Mcl1 Noxa PPI 13.
N/C(=N\OC(=O)c1ccc(F)cc1)c1ccccc1 was read as Rac1 wt modul 102, Rab7 wt GTP bind 97, HRas wt GTP 98, Rab2A wt mod 97, Avidin fluor 5, Mcl1-Bid inh -22, Rac1 act GTP bind 99, Cdc42 wt GTP 100, Bim-Mcl-1 0 and Mcl1 Noxa PPI 3.
`COc1cccc(NC(C(=O)Nc2cccc(C(C)=O)c2)c2ccccc2)c1` (centres undefined) gave Rac1 wt modul 102, Rab7 wt GTP bind 98, HRas wt GTP 98, Rab2A wt mod 99, Avidin fluor 13, Mcl1-Bid inh -23, Rac1 act GTP bind 100, Cdc42 wt GTP 101, Pf gamet viab -3, Bim-Mcl-1 -1 and Mcl1 Noxa PPI 42.
Screening O=C(Nc1ccccc1F)c1ccccc1-c1ccc(C(F)(F)F)cc1 returned Rac1 wt modul 107, Rab7 wt GTP bind 103, HRas wt GTP 104, Rab2A wt mod 101, Avidin fluor 3, Mcl1-Bid inh -18, Rac1 act GTP bind 104, Cdc42 wt GTP 102, Pf gamet viab -5, Bim-Mcl-1 -1 and Mcl1 Noxa PPI 8.
COc1ccc(/C=C(/NC(=O)c2ccc(C)cc2)C(=O)NCC2CCCO2)cc1 (centres undefined) was read as Rac1 wt modul 101, Rab7 wt GTP bind 105, HRas wt GTP 101, Rab2A wt mod 102, Avidin fluor 10, Mcl1-Bid inh -28, Rac1 act GTP bind 96, Cdc42 wt GTP 98, Pf gamet viab 22, Bim-Mcl-1 0 and Mcl1 Noxa PPI 15.
